# Screening data from PubChem.
# CAL PDZ FP-1 – inhibitors of human CAL PDZ peptide binding. Q9HD26. purified CAL PDZ, TMR-peptide fluorescence polarization, 1 h. inhibition, % at 24.9 µM. actives 0.92% (n = 300,000). AID 602252;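 active = mean inhibition of at least 30% with at least half of replicates also reaching 30%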;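 note: 0% = DMSO neutral control and 100% = excess unlabeled competitor peptide PRC23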
# E coli growth – reduces bacterial viability in AddAB counter-screen; actives 0.27% (n = 330,000); E. coli V3065 growth, OD600 absorbance, 18 h; inhibition, % at 11.9 µM;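 active = inhibition above the campaign's mean inhibition across all tested compounds plus 3 SD, cut at about 9.9% in these data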;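 note: uninfected addAB+ strain grown without phage in ampicillin broth; 0% = DMSO wells and 100% = ciprofloxacin 0.95 µg/ml wells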
# Wnt act – activates Wnt/beta-catenin signaling in a reporter cell assay. activation, % at 9.35 µM. AID 743398. activator, plate reader. actives 1.2% (n = 300,000); in the data active = activation above about 30%, passing the limit was not always enough;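 note: 0% = neutral control wells and 100% = positive control wells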
# AddAB inh – less growth of phage-infected E. coli with AddAB. E. coli expressing H. pylori AddAB, absorbance growth. inhibition, % at 11.9 µM. actives 0.29% (n = 330,000). AID 435030; in the data active = inhibition above about 12%;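 note: 0% = vehicle wells of infected cells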
# SR-BI DiI-HDL act – activators of SR-BI mediated HDL lipid uptake. activation, % at 12.5 µM. AID 504775. CHO ldlA[mSR-BI] cells, DiI-HDL uptake fluorescence, 3 h; 100 = double the neutral-control signal. actives 0.096% (n = 320,000);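 active = mean replicate activation of at least 60% and every replicate at or above 60%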;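 note: 0% = median plate neutral-control signal and 100% = twice that signal; values of inactives mirror those of a sister screen read the other way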
#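 Material: SR-BI-overexpressing, LDLR-lacking CHO cells | Dosing: Single compound concentration, delivered by pin transfer | Probe or stimulus: Labelled HDL, 10 µg/mL | Signal: Bottom-read cell fluorescence after medium removal, ex 550/em 595 nm | Schedule: 3 h, 37 °C | Evaluation: HDL uptake via cellular fluorescence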
# SR-BI DiI inh – blocks mouse SR-BI lipid uptake from DiI-HDL; Q61009; ldlA[mSR-BI] CHO cells, DiI-HDL uptake fluorescence, 3 h; inhibition, % at 12.5 µM; actives 0.96% (n = 320,000); AID 488896;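 active = mean replicate inhibition of at least 70% and a set share of replicates each scoring 70 or more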;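 note: 0% = median of neutral control wells and 100% = median of positive control wells; values of inactives mirror those of a sister screen read the other way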
# Target sequence (Q61009 whole entry, looked up): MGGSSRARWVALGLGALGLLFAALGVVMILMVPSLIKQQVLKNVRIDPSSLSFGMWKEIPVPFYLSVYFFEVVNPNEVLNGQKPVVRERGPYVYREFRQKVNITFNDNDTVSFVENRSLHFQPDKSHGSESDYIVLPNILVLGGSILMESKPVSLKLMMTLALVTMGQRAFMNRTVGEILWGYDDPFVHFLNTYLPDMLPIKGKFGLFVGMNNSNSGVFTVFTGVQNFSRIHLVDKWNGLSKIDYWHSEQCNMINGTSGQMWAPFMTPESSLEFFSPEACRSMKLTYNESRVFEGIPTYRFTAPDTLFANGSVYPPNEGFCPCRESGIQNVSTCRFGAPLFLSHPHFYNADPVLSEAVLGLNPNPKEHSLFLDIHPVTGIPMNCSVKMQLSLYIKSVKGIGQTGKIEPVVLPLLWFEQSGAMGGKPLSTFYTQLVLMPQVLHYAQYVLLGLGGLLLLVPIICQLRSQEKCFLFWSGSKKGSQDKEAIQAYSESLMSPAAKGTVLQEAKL
# phage Ecoli inh – E. coli growth loss with phage present | AID 651602 | inhibition, % at 11.9 µM | actives 0.26% (n = 360,000) | growth absorbance; in the data active = inhibition above about 11%
# MITF act – activators of MITF-driven TRPM1 promoter activity in SK-MEL-5 cells. SK-MEL-5 TRPM1-promoter luciferase, 24 h; % of positive control, neutral wells = 0. activation, % at 12.5 µM. actives 0.75% (n = 300,000). AID 588334;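 active = mean activation of at least 80% with every replicate also reaching 80%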;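 note: 0% = neutral control wells and 100% = parthenolide positive control wells; values of inactives mirror those of a sister screen read the other way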
# CAL PDZ FP-2 – human CAL PDZ-peptide interaction inhibition | purified CAL PDZ, TMR-peptide fluorescence polarization, 1 h | AID 504414 | inhibition, % at 20 µM | Q9HD26 | actives 0.02% (n = 330,000);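 active = highest replicate inhibition of at least 40%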;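 note: plate controls were DMSO neutral control wells for no effect and unlabeled competitor peptide control wells for full effect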
#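 material = purified tagged CAL PDZ domain construct (CerCALP) | compound dosing = 20 µM, one dose | times = 1 h at RT | measured by = fluorescence polarization from S- and P-plane intensities, G-factor corrected | read-out = inhibition from polarization loss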
# Tat transport – E. coli Tat transport inhibition; E. coli MC4100 TorA-mCherry Tat export, fluorescence; inhibition, % at 10 µM; actives 0.036% (n = 340,000); AID 488895;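 active = mean replicate inhibition at least 50% and at least half of replicates individually reaching 50%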;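 note: exported cargo escapes ClpAP degradation while cytoplasmic cargo is degraded and loses fluorescence; 0% = median of neutral control wells and 100% = median of NaSCN control wells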
# The depositor's hits bear a star; · = not tested or not shown; & = joins results of further samples.
SMILES,CAL PDZ FP-1,E coli growth,Wnt act,AddAB inh,SR-BI DiI-HDL act,SR-BI DiI inh,phage Ecoli inh,MITF act,CAL PDZ FP-2,Tat transport
O=C(Nc1ccccc1C(=O)NC1CCCCC1)c1ccco1,-3,-0.3,-2,-0.2,-21,21,1.7,-21,-1.7,-2
CCC1CCC(C(=O)NC(CCSC)C(=O)NCCN(CC(C)C)CC(C)C)CC1 (centres undefined),-4,0.9,-1,3.2,·,·,-0.6,-6,-2.9,21
Clc1ccc(C2=C3CCCCn4c(-c5ccccc5)c[n+](c43)C2)cc1,-4,-1.6,-7,0.0,3,-3,2.5,-2,-0.8,-14
CC(=O)Nc1ccc(S(=O)(=O)N2CCN(CC(O)COc3ccc4ccccc4c3)CC2)cc1 (centres undefined),·,-1.5,·,1.6,-12,12,1.6,5,-2.7,0
COC(=O)c1ccc(N(C(=O)c2ccco2)C(C(=O)NC2CCCC2)c2ccco2)cc1 (centres undefined),1,-2.2,·,2.9,-26,26,3.0,·,-2.8,-3
CC(C)Cn1c(SCC(=O)Nc2ncccn2)nc2ccccc21,-4,-0.1,6,-2.1,10,-10,2.2,-4,-2.5,-1
CC1(C)NC(=O)N(c2ccccc2Cl)C1(C)NO (centres undefined),-12,-2.0,-3,-0.9,4,-4,2.3,·,·,-3
Cc1ccccc1Nc1nc(N)nc(CSc2nc3ccccc3c(=O)n2CCCO)n1,-4,-1.4,·,-1.3,-26,26,1.6,22,-3.3,3
Cc1c(NC(=O)C23CC4CC(CC(C)(C4)C2)C3)c(=O)n(-c2ccccc2)n1C,-1,2.3,·,3.5,8,-8,2.4,·,-0.2,-2
CCC1SC2=NC(C)=C(C(=O)OC)C(c3ccc(C)cc3)N2C1=O (centres undefined),-3,-1.4,·,0.9,·,33,-0.3,7,-0.8,-1
Clc1ccc(CNc2nnnn2-c2ccccc2)c(Cl)c1,·,1.5,·,2.4,4,-4,3.4,3,-1.2,1
Cc1ccccc1-n1c(SCc2c(C)noc2C)nnc1-c1ccncc1,-3,0.8,·,-0.8,-14,14,3.7,·,1.3,-5
COc1ccc(Cl)cc1S(=O)(=O)N1CCCC1=O,1,1.0,-1,3.0,24,-24,3.4,-5,·,3
O=C(Nc1ncc(Cc2ccc(Cl)cc2Cl)s1)c1ccc([N+](=O)[O-])cc1,-5,2.2,-2,4.7,-3,3,2.4,-8,0.3,1
Cc1cc(S(=O)(=O)NCCN(C)C)c(C)s1,·,-0.1,·,-1.4,17,-17,3.0,4,0.0,-8
COc1ccc(/C=N\NC(=O)c2cc(O)c(O)c(O)c2)cc1COc1ccc(C(=O)OCC(C)C)cc1,-6,10*,-2,15*,-79,79*,12*,5,-4.5,2
COCCCNc1nc2cc(OC)c(OC)cc2c2nc(-c3ccccc3)nn12,-2,-1.4,2,-1.9,-86,86*,-1.4,15,0.5,-5
S=C(Nc1ccc(Cl)cc1Cl)N1CCN(c2ccccn2)CC1,-4,0.3,-1,2.4,-8,8,-1.9,-16,-26,1
COC(=O)CSc1nnc(-c2cccnc2)n1C,-4,1.3,-1,-1.9,10,-10,1.6,1,0.4,-6
Cc1nn(Cc2cccc(F)c2)c(C)c1NC(=O)c1c(Cl)cnn1C,-2,-1.9,-3,0.6,17,-17,2.5,-1,0.2,-2
CC(C)CNC(=O)COC(=O)c1cc(S(=O)(=O)N2CCCCC2)ccc1N1CCOCC1,-1,-2.3,3,-1.7,27,-27,3.0,-7,·,2
Nc1nc(-c2ccc(Br)cc2)cs1,-1,0.3,·,1.7,-7,7,1.8,70,0.8,-13
COc1ccc(NC(=O)CSc2nnnn2C)cc1S(=O)(=O)N1CCCCC1,-1,0.0,-3,0.6,9,-9,5.2,1,-0.3,-4
COc1ccc(NCc2n[nH]nc2-c2ccccc2)cc1Cl,3,-0.7,·,-0.3,0,0,1.1,-9,-4.7,9
CCOC(=O)C(NC(=O)CC)(Nc1ccccc1OC)C(F)(F)F (centres undefined),-1,-0.8,1,2.8,12,-12,2.8,·,-0.7,1
CCOc1c(Cl)cnn(-c2ccc(C)cc2)c1=O,0,-1.6,·,1.5,-15,15,2.9,3,0.4,3
COc1cc(C(=O)NCC(=O)OCCN2C(=O)c3ccccc3C2=O)cc(OC)c1OC,2,-0.2,-1,-0.5,-4,4,1.4,-16,-2.5,0
O=C1Cc2c([nH]c3ccc(Br)cc23)-c2ccccc2N1,-5,·,96*,·,-41,41,0.2,·,-1.0,-1
Cc1ccc(NC(=O)CSc2nnc(-c3cc(C)on3)o2)cc1,-5,2.0,-2,1.7,-2,2,1.4,11,-3.6,3
O=C(NCCCN1CCOCC1)C(=O)NCC1OCCN1S(=O)(=O)c1ccc(F)cc1 (centres undefined),-4,-0.6,0,-2.1,14,-14,0.1,4,-3.3,1
CCCCn1c(SCC(=O)Nc2ccc3c(c2)OCCO3)nnc1C(CC)N(C)C (centres undefined),2,0.2,-3,2.1,6,-6,2.6,-7,-0.9,0
COc1ccccc1N(C)S(=O)(=O)c1ccc(Cl)c(C(=O)NNC(=O)c2ccccc2O)c1,0,6.7,-1,12,-81,81*,7.8,-4,0.0,-10
N#Cc1cc([N+](=O)[O-])ccc1Oc1ccc(-c2nnco2)cc1,-4,2.2,-1,3.1,12,-12,3.3,1,-1.6,-1
Cc1ccccc1Cn1cc(CCC(=O)N2CCOCC2)c2ccccc21,-4,-1.4,4,3.7,-4,4,-0.2,2,0.1,-1
COc1ccccc1CNC(=O)CS(=O)(=O)Cc1ccccc1,-3,-1.0,1,-0.6,3,-3,3.4,-12,-2.7,0
O=C(c1ccc(Cl)cc1)N1CCN(C(=O)c2ccco2)CC1,1,-1.6,-1,2.9,·,·,2.4,-14,-1.6,4
O=P(CCCCCCCCCP(=O)(c1ccccc1)c1ccccc1)(c1ccccc1)c1ccccc1,0,1.6,-8,2.2,10,-10,0.8,-38,-3.0,0
CCNC(=S)Nc1cc(OC)c(NC(=O)c2ccco2)cc1OC,0,-1.1,0,-1.6,-19,19,3.3,14,0.3,-2
S=c1[nH]nc(C(c2ccccc2)C2CCCCC2)o1 (centres undefined),-5,-2.3,0,2.8,·,·,3.0,-9,-3.5,28
CCOc1ccc(S(=O)(=O)N2CCN(C(=O)c3oc4ccccc4c3C)CC2)cc1,2,·,-4,·,15,-15,4.3,-2,-1.8,2
CC1(c2cccc([N+](=O)[O-])c2)CC(C)(C)N(C(=O)c2ccccc2)c2ccccc21 (centres undefined),-4,-0.3,0,2.0,27,-27,4.2,-23,-2.9,-4
O=[N+]([O-])c1cc(/C=N/N2CCN(c3ccccc3)CC2)ccc1Cl,1,1.1,0,2.3,10,-10,2.5,64,-2.2,-4
CCOc1ccc(-n2cc(C(=O)N3CCC(C)CC3)c3cc(OC)c(OC)cc3c2=O)cc1,-1,0.8,-6&-1,0.4,-55,55,4.0,2,-3.6,-5
Cc1cccc(OC(=O)C2C(c3ccccc3)C(C(=O)O)C2c2ccccc2)c1 (centres undefined),-6,-0.4,·,0.3,29,-29,2.0,-7,-0.6,11
CCC(C(=O)NC1CCCC1)N(C(=O)Cn1nnc(-c2ccc(C)o2)n1)c1ccc(OC)c(OC)c1 (centres undefined),-2,2.8,-1,3.1,·,·,1.9,·,-0.4,-3
CS(=O)(=O)N(Cc1ccccc1)c1ccc(C(=O)N2CCOCC2)cc1,-2,-1.4,·,-0.5,-5,5,-0.5,-2,-1.7,3
Cc1cc(C)c(NC(=O)CSc2cccc[n+]2[O-])c(C)c1,·,-3.4,-4,0.2,9,-9,2.4,7,0.5,5
N=c1c(C(=O)NC2CCCCC2)cc2c(=O)n3ccccc3nc2n1Cc1ccco1,-3,-0.1,-3,0.7,-22,22,1.2,3,-4.8,-3
COc1cc(CN2CC(C)OC(C)C2)cc(OC)c1 (centres undefined),·,-0.7,·,0.2,-7,7,-0.5,5,-1.8,3
O=C(Nc1ccc(S(=O)(=O)Nc2ncccn2)cc1)c1ccc(Br)o1,·,0.5,-1,-1.0,15,-15,3.6,0,-0.5,-7
C=CCn1c(O)c(N=NC(=O)CNC(=O)/C=C/c2ccc(OC)cc2)c2ccccc21,59*,1.1,-3,-2.8,-15,15,0.1,2,-0.3,6
CCOc1nc2c(c(-c3cccs3)c1C#N)Cc1ccccc1-2,-2,2.6,3,1.9,-1,1,1.9,·,-0.1,3
COc1ccc(C)cc1S(=O)(=O)N(C)CC(=O)NC1CCCCCC1,1,0.9,0,0.2,-3,3,4.6,-4,-0.1,-7
Cc1nn(C)cc1/C=N/n1nnnc1N,-5,0.5,-4,3.6,23,-23,-6.1,15,0.3,7
Cc1c(C(=O)OCC(O)=C(C#N)c2nc3ccccc3[nH]2)oc2ccc(Br)cc12,-2,·,2,·,11,-11,1.6,-6,-0.7,4
COc1ccc(OCc2cc(C(=O)NC(C)c3csc(C)n3)no2)c(Cl)c1 (centres undefined),-2,0.4,29,1.5,-1,1,1.1,64,-3.5,-5
CCOc1ccccc1C(=O)N(CCC(=O)OC)c1ccccn1,-3,-0.8,·,-0.5,2,-2,2.0,-3,-3.8,-4
C[C@H](NC(=O)N1CCC(Cc2ccccc2)CC1)C(=O)O,-4,-1.1,-2,1.7,12,-12,1.0,-4,·,4
C=CCN1N=C(/C=C/c2ccc(OC)cc2)CCC1=O,-6,0.2,8,-1.4,-8,8,-0.3,68,·,-9
COc1cccc(CN(C)C(=O)CN2C(=O)NC(c3ccccc3)(c3ccccc3)C2=O)c1,79*,-0.6,-2,0.9,7,-7,1.8,4,0.0,11

# Some entries already given, showing only AddAB inh, Wnt act and E coli growth.
Structure,AddAB inh,Wnt act,E coli growth
CCOc1nc2c(c(-c3cccs3)c1C#N)Cc1ccccc1-2,1.9,3,2.6
COc1ccc(C)cc1S(=O)(=O)N(C)CC(=O)NC1CCCCCC1,0.2,0,0.9
Cc1nn(C)cc1/C=N/n1nnnc1N,3.6,-4,0.5
Cc1c(C(=O)OCC(O)=C(C#N)c2nc3ccccc3[nH]2)oc2ccc(Br)cc12,·,2,·

# New compounds follow:
SMILES,CAL PDZ FP-1,E coli growth,Wnt act,AddAB inh,SR-BI DiI-HDL act,SR-BI DiI inh,phage Ecoli inh,MITF act,CAL PDZ FP-2,Tat transport
COc1cc(CNCCSc2nnnn2C)cc(Br)c1OCc1ccc(F)cc1,-3,0.0,·,-1.0,-51,51,3.4,7,-0.4,3
CC(C(=O)NNS(=O)(=O)c1cccc(C(F)(F)F)c1)n1nnc(N2CCOCC2)n1 (centres undefined),-1,2.5,1,3.5,-1,1,1.6,11,-0.8,-10
O=C(Oc1ccc2ccccc2c1)c1cncc(Br)c1,-6,-2.1,-2,0.7,27,-27,-0.2,1,-1.8,15
COc1ccc2cc3cc(C(=O)NC(C)C)oc3nc2c1,0,-0.7,·,1.6,-4,4,1.9,62,-1.6,2
